PHOSPHO1 inh: PHOSPHO1 (human) inhibition; AID 1565; inhibition, % at 13.3 µM; recombinant PHOSPHO1, absorbance phosphatase assay; 1.1% of 290,000 active; in the data active = inhibition above about 60%
p-CIP stab down: compounds decreasing mouse p/CIP protein stability; Q05BA5; F442A p/CIP-EGFP cells, EGFP fluorescence, 16 h; decrease of EGFP signal, % at 10 µM; 0.01% of 290,000 active;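 active = EGFP signal decrease of at least 30% at 10 µM or well 3 SD below plate mean, unless failing retest; inactive = the rest, including hits failing retest or dose response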; also: some compounds called inactive have numbers as strong as hits; many of its hits are not listed in these tables
Target sequence (Q05BA5 1-1403): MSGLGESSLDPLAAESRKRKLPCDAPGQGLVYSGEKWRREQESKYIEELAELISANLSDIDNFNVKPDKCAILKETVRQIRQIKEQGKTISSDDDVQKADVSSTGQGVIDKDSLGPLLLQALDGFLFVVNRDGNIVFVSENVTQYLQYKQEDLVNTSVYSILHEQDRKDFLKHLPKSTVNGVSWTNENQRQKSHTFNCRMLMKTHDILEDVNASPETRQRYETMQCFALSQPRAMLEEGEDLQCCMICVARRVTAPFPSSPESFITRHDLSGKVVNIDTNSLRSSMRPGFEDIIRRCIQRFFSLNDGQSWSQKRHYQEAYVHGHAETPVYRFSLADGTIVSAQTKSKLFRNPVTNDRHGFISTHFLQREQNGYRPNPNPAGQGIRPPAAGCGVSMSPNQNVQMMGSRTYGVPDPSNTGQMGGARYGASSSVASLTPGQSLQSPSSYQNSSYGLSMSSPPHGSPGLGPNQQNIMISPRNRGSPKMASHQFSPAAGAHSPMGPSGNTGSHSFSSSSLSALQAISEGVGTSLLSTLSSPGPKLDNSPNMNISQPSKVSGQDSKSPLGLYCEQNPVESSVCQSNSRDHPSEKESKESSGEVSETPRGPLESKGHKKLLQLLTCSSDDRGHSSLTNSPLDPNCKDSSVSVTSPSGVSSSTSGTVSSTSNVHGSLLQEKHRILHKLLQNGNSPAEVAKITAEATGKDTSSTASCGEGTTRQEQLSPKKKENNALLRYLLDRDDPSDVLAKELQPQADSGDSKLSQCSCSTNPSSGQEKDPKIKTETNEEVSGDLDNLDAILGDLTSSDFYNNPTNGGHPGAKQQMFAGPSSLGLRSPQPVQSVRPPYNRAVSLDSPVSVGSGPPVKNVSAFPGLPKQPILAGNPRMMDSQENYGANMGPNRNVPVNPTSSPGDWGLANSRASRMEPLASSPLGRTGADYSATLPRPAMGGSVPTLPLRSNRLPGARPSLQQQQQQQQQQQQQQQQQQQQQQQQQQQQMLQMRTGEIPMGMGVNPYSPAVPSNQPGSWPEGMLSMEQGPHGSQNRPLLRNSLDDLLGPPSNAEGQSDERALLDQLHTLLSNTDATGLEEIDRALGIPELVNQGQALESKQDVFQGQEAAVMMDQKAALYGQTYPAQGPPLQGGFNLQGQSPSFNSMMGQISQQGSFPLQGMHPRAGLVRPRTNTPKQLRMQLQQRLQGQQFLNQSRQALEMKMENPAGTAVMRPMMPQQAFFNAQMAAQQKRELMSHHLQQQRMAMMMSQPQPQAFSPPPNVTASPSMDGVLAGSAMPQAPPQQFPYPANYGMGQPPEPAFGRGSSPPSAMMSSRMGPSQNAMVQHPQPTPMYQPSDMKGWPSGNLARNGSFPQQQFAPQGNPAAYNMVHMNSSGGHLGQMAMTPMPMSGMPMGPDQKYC
IDE act: IDE (human) activation, cell-based; HEK cells, FAbeta-B cleavage, fluorescence polarization; 0% vehicle, 100% cell-free pure enzyme wells; activation, % at 5.96 µM; 0.073% of 340,000 active; AID 493087;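 active = activation above the mean of all tested compounds plus 3 SD, set per screening campaign, cut at about 17% in these data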
IDE inh: inhibits human insulin-degrading enzyme in HEK cells | P14735 | FAbetaB cleavage, fluorescence polarization | inhibition, % at 5.59 µM | 0.41% of 320,000 active;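 active = percent inhibition above the average of all tested compounds plus 3 SD, set per screening campaign, cut at about 16% in these data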;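 also: IDE supplied by intact live HEK cells; FP after avidin binding of uncleaved biotin substrate so inhibition keeps polarization high; 0% = DMSO wells and 100% = 60 µM reference IDE inhibitor Ii1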
* hit, by the source's call; x = no result given. An excerpt. The share of hits here may be higher or lower than overall.

| entry | PHOSPHO1 inh | p-CIP stab down | IDE act | IDE inh | Compound |
| --- | --- | --- | --- | --- | --- |
| 1 | x | x | x | 4.6 | Cc1ccc2c(c1)-n1c(nc3cc(F)ccc3c1=O)C(Cc1ccc(O)cc1)NC2=O (stereo unspecified) |
| 2 | x | x | x | 11.6 | COC(=O)c1ccc(NC(=O)c2ccc3c(c2)NC(=O)C2CCCN32)cc1 (stereo unspecified) |
| 3 | x | x | x | 0.1 | CC[N+](C)(CC)CCC[n+]1c(-c2ccccc2)c2cc(N)ccc2c2ccc(N)cc21 |
| 4 | x | x | x | 6.6 | COC(=O)CCCC1=CC2=CC(=O)C(C)(OC(=O)c3cccs3)C(=O)C2=CO1 (stereo unspecified) |
| 5 | x | x | x | 10.0 | O=C(CN(c1cccc(Br)c1)S(=O)(=O)c1ccccc1)N/N=C/c1cc([N+](=O)[O-])ccc1O |
| 6 | x | x | x | 8.3 | COc1ccc(-c2csc(NC(=O)c3ccc(C(C)(C)C)cc3)c2C(=O)O)cc1 |
| 7 | x | x | x | 1.3 | CN(C)C(CNC(=O)C1CCCN1C(=O)c1cccs1)c1ccccc1 (stereo unspecified) |
| 8 | x | x | x | 6.0 | CC(CCc1ccccc1)NC(=O)C1CC1 (stereo unspecified) |
| 9 | x | x | x | -0.9 | Cn1c(SCc2ccccc2)nc(N)c(N=O)c1=O |
| 10 | x | x | x | 1.4 | COc1cc(C[C@@H](CO)[C@H](CO)Cc2ccc(O)c(OC)c2)ccc1O |
| 11 | x | x | x | -1.3 | O=C1NC(Cc2ccccc2)c2nc3cc(F)ccc3c(=O)n2-c2cc(Cl)ccc21 (stereo unspecified) |
| 12 | x | x | x | -3.1 | Nc1ccc(N=Nc2ccccc2O)c(N)c1 |
| 13 | x | x | x | -3.2 | COc1cc(NS(=O)(=O)c2ccc(NC(=S)NC(C)=O)cc2)nc(OC)n1 |
| 14 | x | x | x | 4.2 | O=C(Nc1ccccc1)Nc1ccc(O)c2ccccc12 |
| 15 | x | x | x | 1.1 | CC(C)(C)c1ccc(/C=C(\C#N)C(=O)NC2CC2)cc1 |
| 16 | x | x | x | 4.6 | O=C(O)c1ccccc1NCc1cccnc1 |
| 17 | x | x | x | 6.8 | CC1(C)S[C@@H]2[C@H](N=CN3CCCCCC3)C(=O)N2[C@H]1C(=O)O |
| 18 | x | x | x | -3.4 | Oc1cccc(O)c1O |
| 19 | x | x | x | -6.2 | CC1(OC(=O)c2ccc(Cl)nc2)C(=O)C=C2C=C(c3ccc(C#N)cc3)OC=C2C1=O (stereo unspecified) |
| 20 | x | x | x | 1.1 | C#CCOCCOCCOCCNc1nc(N2CCN(C(=O)C([C@@H](C)CC)n3cc(C(N)COC(=O)C(F)(F)F)nn3)CC2)nc(N2CCN(C(=O)[C@H](CCCCN)n3cc(C(N)CC(C)C)nn3)CC2)n1 (stereo partly specified) |
| 21 | x | x | x | -4.7 | CC(C)(C)S(=O)(=O)c1ccccc1-c1noc(-c2ccccc2)c1C(N)=O |
| 22 | x | x | x | 4.6 | COCOc1cc(O)c(C(=O)/C=C/c2ccc(OCOC)c(OCOC)c2)c(OCOC)c1 |
| 23 | x | x | x | -14.0 | COc1cc(OC)cc(C(=O)NCCCCNC(=O)c2cc(OC)cc(OC)c2)c1 |
| 24 | x | x | x | 11.1 | COc1ccc(OC)c(-c2cc(C(=O)N/N=C/c3ccc(F)cc3)c3ccccc3n2)c1 |
| 25 | x | x | x | -0.6 | O=C(O)/C(=C\c1ccccc1)c1ccc2ccccc2c1 |

| entry | PHOSPHO1 inh | p-CIP stab down | IDE act | IDE inh | Compound |
| --- | --- | --- | --- | --- | --- |
| 26 | x | x | x | -0.5 | Cc1ccc2c(c1)-n1c(nc3ccccc3c1=O)C(CC(C)C)NC2=O (stereo unspecified) |
| 27 | x | x | x | -3.5 | Cc1cc(C(=O)Nc2ccon2)ccc1[N+](=O)[O-] |
| 28 | x | x | x | -5.2 | OCc1cccc[n+]1CCc1ccccc1 |
| 29 | x | x | x | 1.4 | COc1cc2c(cc1OC)C(Cc1ccc(O)c(Oc3ccc(C[C@H]4c5cc(OC)c(OC)cc5CCN4C)cc3)c1)N(C)CC2 (stereo partly specified) |
| 30 | x | x | x | 4.3 | CCOc1cc(C(=O)NCC(C)(C)CNC(=O)c2cc(OCC)c(OCC)c(OCC)c2)cc(OCC)c1OCC |
| 31 | x | x | x | 0.8 | O=C(O)c1cc(-c2ccccc2)nn1CC1CC(c2cccc([N+](=O)[O-])c2)=NO1 (stereo unspecified) |
| 32 | x | x | x | 8.0 | CCOC(=O)c1cccc(NC(=O)c2c(N)n(C)c(=O)[nH]c2=O)c1 |
| 33 | x | x | x | 0.7 | CC(=O)Nc1ccc(Nc2nc(-c3c(C)nc4ccccn34)cs2)cc1 |
| 34 | x | x | x | -1.5 | C=C1[C@@H](O)[C@@H]2O[C@]3(CC[C@H](/C=C/[C@@H](C)[C@@H]4CC(C)=CC5(O[C@H](C[C@@](C)(O)C(=O)OC)CC[C@H]5O)O4)O3)CC[C@H]2O[C@@H]1[C@@H](O)C[C@H](C)[C@H]1OC2(CCCCO2)CC[C@H]1C (stereo partly specified) |
| 35 | x | x | x | 6.9 | Clc1nccc(N2CCN(c3ccccc3Cl)CC2)n1 |
| 36 | x | x | x | -2.6 | Cc1ccc(C)c(NC(=S)NC(=O)c2cncc(Br)c2)c1 |
| 37 | x | x | x | 5.8 | COC/C=C/C1=CC2=CC(=O)C(C)(OC(=O)c3cnc4ccccc4n3)C(=O)C2=CO1 (stereo unspecified) |
| 38 | x | x | x | 9.3 | CC(=O)Nc1c(Cl)cnn(-c2ccccc2)c1=O |
| 39 | x | x | x | 0.1 | O=c1[nH]c(-c2ccccc2)cnc1-c1ccccc1 |
| 40 | x | x | x | -3.6 | CCC1(CC)C(=O)C2=C3C1[C@H](C(=O)OC)CC(C(=O)OC)C[C@H]3n1c(=O)n(-c3ccccc3)c(=O)n1[C@H]2C (stereo partly specified) |
| 41 | x | x | x | 7.4 | COC(C/C=C\C(=O)COCc1ccccc1)OC |
| 42 | x | x | x | -0.8 | Cc1cc(Br)cc2c1N(C)C(=O)C2(c1ccc(O)cc1)c1ccc(O)cc1 |
| 43 | x | x | x | 4.6 | O=[N+]([O-])c1ccc(-c2cn3ccccc3n2)cc1 |
| 44 | x | x | x | -2.7 | Cn1c2ccccc2c2nnc(N/N=C/c3ccc(O)cc3)nc21 |
| 45 | x | x | x | -1.4 | N#CC(C#N)=Cc1c[nH]c(=O)c(C#N)c1Nc1ccccc1 |
| 46 | x | x | x | -2.4 | CCOC(=O)C1=C(C)N(CCCC(=O)O)C(=O)NC1c1cccc(OC)c1 (stereo unspecified) |
| 47 | x | x | x | 4.4 | Cc1c(NC(=O)Nc2cc(F)c(F)cc2Cl)c(=O)n(-c2ccccc2)n1C |
| 48 | x | x | x | 0.8 | OCc1cccnc1 |
| 49 | x | x | x | -6.7 | O=S(=O)(NC1CCCCCCC1)c1ccc(F)cc1 |
| 50 | x | x | x | -12.0 | CC(C)=CCC12Oc3cc(O)ccc3C1(O)Oc1cc(O)c([C@H]3C=C(C)CC(c4ccc(O)cc4O)[C@H]3C(=O)c3ccc(O)cc3O)c(O)c1C2=O (stereo partly specified) |

| entry | PHOSPHO1 inh | p-CIP stab down | IDE act | IDE inh | Compound |
| --- | --- | --- | --- | --- | --- |
| 51 | x | x | x | 0.9 | Cc1cc(C)c2nc(N(CCCN(C)C)C(=O)c3ccc4c(c3)CCCC4)sc2c1 |
| 52 | 4.7 | -3.1 | x | -1.3 | O=C1c2oc3ccc(Cl)cc3c(=O)c2C(c2ccccn2)N1CCCN1CCOCC1 (stereo unspecified) |
| 53 | -30.7 | -0.2 | x | 2.6 | COc1ccc(C2=CC3=C(Br)C(=O)C(C)(OC(=O)c4ccc(Cl)nc4)C(=O)C3=CO2)cc1 (stereo unspecified) |
| 54 | 26.5 | -18.0 | x | 4.8 | COC(=O)CCC(=O)OC1(C)C(=O)C2=CN(CCN3CCOCC3)C(c3ccc(OC)cc3)=CC2=C(Br)C1=O (stereo unspecified) |
| 55 | 17.7 | 3.3 | x | 0.3 | O=C(Nc1ccc(-c2csc(Nc3ccc(Cl)cc3)n2)cc1)c1cccc(C(F)(F)F)c1 |
| 56 | 48.5 | -9.3 | x | 5.8 | C#CCOCCOCCOCCNc1nc(N2CCN(C(=O)[C@H](Cc3ccc(O)cc3)n3cc([C@@H](N)C(C)CC)nn3)CC2)nc(N2CCN(C(=O)[C@H](Cc3cc4ccccc4[nH]3)n3cc([C@@H](N)Cc4ccc(O)cc4)nn3)CC2)n1 (stereo partly specified) |
| 57 | 30.9 | -5.8 | x | 6.8 | FC(F)(F)c1ccc(C2[C@H]3CN(Cc4ccc(-c5ccccc5)cc4)[C@H](c4ccccc4)C34CC2(c2ccccc2)C4)cc1 (stereo partly specified) |
| 58 | 13.3 | -7.2 | x | -1.5 | COC/C=C/C1=CC2=CC(=O)C(C)(OC(=O)c3cnc4ccccc4n3)C(=O)C2=CN1c1ccccc1 (stereo unspecified) |
| 59 | 8.9 | -4.3 | x | -2.0 | CC(C)OCCCN1C=C2C(=O)C(C)(OC(=O)CCc3ccccc3)C(=O)C=C2C=C1c1ccc(C#N)cc1 (stereo unspecified) |
| 60 | x | x | 3.8 | x | CN(c1ccccc1)c1ccc(/C=C(/CCC(=O)O)c2nc3ccccc3s2)cc1[N+](=O)[O-] |
| 61 | x | x | -7.4 | x | Cc1cc(=O)n(C(C)Cc2ccccc2)n1C(C)Cc1ccccc1 (stereo unspecified) |
| 62 | x | x | -4.5 | x | Cc1ccc(S(=O)(=O)N2CCC[C@H]2C(=O)NC2CCCCC2)cc1 |
| 63 | x | x | -3.1 | x | Cc1ccc(NC(=O)c2ccco2)nc1 |
| 64 | x | x | -0.5 | x | CN(C(=O)OC(C)(C)C)[C@H](Cc1ccccc1)C(=O)N[C@H]1CCCCNC1=O |
| 65 | x | x | -3.9 | x | CCN(C(=O)CSc1nc(C2CC2)n(-c2ccccc2)n1)C1CCS(=O)(=O)C1 (stereo unspecified) |
| 66 | x | x | 3.4 | x | CCCn1c(N)c(C(=O)CN(C)CC(=O)Nc2ccc(C)cc2)c(=O)[nH]c1=O |
| 67 | x | x | 1.7 | x | CSCCC(NC(=O)COc1ccccc1)C(=O)N1CCN(c2cccc(C(F)(F)F)c2)CC1 (stereo unspecified) |
| 68 | x | x | -5.0 | x | CCc1cccc(CC)c1NC(=O)CSc1nnc(C2CC2)n1N |
| 69 | x | x | -2.7 | x | O=C1NC(=O)C(c2ccc(Cl)cc2Cl)N1 (stereo unspecified) |
| 70 | x | x | 3.0 | x | C=CCN1CCOc2ccc(C)cc2S1(=O)=O |
| 71 | x | x | 3.9 | x | CN(c1ccccc1)S(=O)(=O)c1ccc(NC(=O)CC(=O)c2ccccc2)cc1 |
| 72 | x | x | 2.8 | x | O=C(COC(=O)CCc1c[nH]c2ccccc12)Nc1ccccc1 |
| 73 | x | x | 5.5 | x | O=C1CN(Cc2ccccc2)CC(=O)N1 |
| 74 | x | x | 1.3 | x | O=c1[nH]c(=O)n(C(c2ccccc2)(c2ccccc2)c2ccccc2)cc1N(CCO)CCO |
| 75 | x | x | 1.4 | x | O=[N+]([O-])/C(Cl)=C(/NCCO)C(Cl)=C(Cl)Cl |

| entry | PHOSPHO1 inh | p-CIP stab down | IDE act | IDE inh | Compound |
| --- | --- | --- | --- | --- | --- |
| 76 | x | x | -0.7 | x | O=S(=O)(Nc1ccc2nc(N3CCOCC3)sc2c1)c1ccccc1 |
| 77 | x | x | -1.1 | x | CCCCn1c(N)c(N(CC(C)C)C(=O)CCNC(=O)c2ccc([N+](=O)[O-])cc2)c(=O)[nH]c1=O |
| 78 | x | x | -5.1 | x | CCOC(=O)C(Cc1c[nH]c2ccc([N+](=O)[O-])cc12)(NC(C)=O)C(=O)OCC |
| 79 | x | x | 5.3 | x | Cc1ncc(COCc2ccccc2)c(CO)c1OCc1ccccc1 |
| 80 | x | x | -4.9 | x | COc1ccc(-c2ccc3c(c2)C2CC3CCN2C(=O)C(C)(C)C)cc1 (stereo unspecified) |
| 81 | x | x | 1.4 | x | CCCCCCN(C(=O)CCCCCN1C(=O)NC(c2ccc([N+](=O)[O-])cc2)C(C(=O)OCc2ccccc2)=C1C)C(C(=O)NCCCC)C1CCCCC1 (stereo unspecified) |
| 82 | x | x | -1.7 | x | CC(C)CNc1ncnc2[nH]ncc12 |
| 83 | x | x | 3.5 | x | O=C(CSc1nc2[nH]c(=O)cc(O)c2s1)NCCc1ccccc1 |

Bioassay records from PubChem.
